Screening data deposited in PubChem BioAssay by several laboratories.
DYRK1A inh: inhibitors of rat Dyrk1A kinase; Q63470; ADP-Glo luminescence, NFATc1 peptide; inhibition, % at 12.5 µM; 310,000 compounds, 0.43% hits; AID 504441; in the data active = inhibition above about 50%;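 note: plate controls were vehicle with enzyme for no effect and no enzyme for full effect; many of its hits are not listed in these tables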
Platelet DG rel: platelet dense granule release activity | human platelet-rich plasma, SFLLRN dense granule ATP release, luminescence | inhibition, %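 (compounds screened at 7.5 µM in platelet-rich plasma)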 | 300,000 compounds, 0.22% hits | AID 1663;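 active = mean replicate score, as percent of positive control, at or above 50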
GSK3B inh: inhibitors of human GSK3beta kinase. P49841. GST-GSK3beta kinase, ADP-Glo luminescence, 60 min; hits give low values. AID 2097. 300,000 compounds, 0.038% hits. activity score (negative = inhibition), % at 10 µM;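 active = more than half of replicate wells score below -50%, meaning over 50% inhibition versus plate controls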;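 note: 0% = median DMSO wells and -100% = median GW8510 positive control wells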
Target sequence (P49841 whole entry, looked up): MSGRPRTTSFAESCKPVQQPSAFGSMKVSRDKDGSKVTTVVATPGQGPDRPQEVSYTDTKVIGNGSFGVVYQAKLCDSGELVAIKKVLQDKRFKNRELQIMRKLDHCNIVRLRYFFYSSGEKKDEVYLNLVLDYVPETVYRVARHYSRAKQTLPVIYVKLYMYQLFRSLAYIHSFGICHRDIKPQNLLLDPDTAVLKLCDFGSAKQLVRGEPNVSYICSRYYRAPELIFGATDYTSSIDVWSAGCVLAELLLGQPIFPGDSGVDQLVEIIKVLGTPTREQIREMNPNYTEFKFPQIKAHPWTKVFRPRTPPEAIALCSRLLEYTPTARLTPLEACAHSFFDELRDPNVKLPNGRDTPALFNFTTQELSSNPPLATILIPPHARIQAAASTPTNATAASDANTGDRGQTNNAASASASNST
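Test system – GST-tagged human GSK3beta kinase, cell-free · Incubation – 60 min enzyme reaction, room temperature · Signal – ADP-Glo luminescence · Also added – peptide substrate and ATP at 25 µM · Controls – DMSO neutral wells and GW8510 at 20 µM as positive · Buffer or medium – Tris/MgCl2 kinase buffer · Measure – Luminescence-derived activity versus plate DMSO and GW8510 wells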
KLF5 inhibitor: suppresses KLF5 promoter-driven expression. DLD-1 KLF5 promoter-luciferase reporter, luminescence. inhibition, % at 5 µM. 290,000 compounds, 0.23% hits. AID 1700;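 active = inhibition above a per-plate limit of that plate's mean compound inhibition plus 3 SD, cut at about 60% in these data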;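 note: 0% = DMSO wells and 100% = LY294002 at 200 µM; higher means less KLF5 promoter-driven luciferase light; inactives centre near -14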
HSF1 inhib: HSF1 inhibition. AID 2098. NIH3T3-HGL HSE-luciferase, MG132-induced, luminescence 8 h; hits give low values. activity change, negative = inhibition, % at 7.5 µM (by protocol). 300,000 compounds, 0.77% hits;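 active = more than half of replicate wells show activity change below -50%, luminescence cut by over half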;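 note: luciferase reports HSF-1 transcriptional activity via heat shock element; 0% = median of DMSO wells and -100% = zero luminescence signal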
aSyn UTR inh: 5' untranslated region of α-synuclein, MLPCN primary screen | alpha-synuclein 5'UTR reporter, inhibitor activity | inhibition, % (tested at 7.5 µM) | 300,000 compounds, 0.82% hits | AID 1813; in the data active = inhibition above about 60%;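 note: H4 neuroglioblastoma cells stably carrying SNCA 5'UTR luciferase fusion; 0% = DMSO wells and 100% = positive control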
HSF-1 act: increases HSF-1 driven luciferase reporter signal. NIH3T3-HGL HSF-1 luciferase reporter, MG132, 8 h; 100% = twice DMSO control signal. activation, % at 9 µM. 300,000 compounds, 1.7% hits;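 active = mean replicate activation of at least 50% with a set share of replicates each reaching 50%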;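 note: 0% = median of the neutral control wells and 100% = twice that signal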
HSP90 inh: blocks HSP90-mediated luciferase refolding in reticulocyte lysate. Rabbit reticulocyte lysate, luciferase refolding luminescence, 3 h. inhibition, % at 5.6 µM. 290,000 compounds, 0.91% hits;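 active = inhibition above the screen-wide mean plus 3 SD, computed separately per campaign, cut at about 16% in these data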;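 note: 0% = DMSO wells and 100% = 60 µM geldanamycin wells; inhibitors lower the luminescence because luciferase stays unfolded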
IEC-6 cytotox: counter-screen for KLF5 inhibitors: cytotoxicity in IEC-6 cells; IEC-6 cytotoxicity, luminescence viability; inhibition, % at 5 µM; 290,000 compounds, 0.78% hits; AID 1825; in the data active = inhibition above about 22%;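 note: 0% = plate median of test compound wells and 100% = cytotoxic reference compound wells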
GSK3A inh: human GSK-3 alpha kinase inhibition. P49840. ADP-Glo luminescence, 60 min. inhibition, % at 10 µM. 320,000 compounds, 0.1% hits;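 in the data active = inhibition above about 50%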;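 note: GST-tagged GSK-3 alpha with peptide substrate and 25 µM ATP; 0% = DMSO neutral wells and 100% = GW8510 positive control wells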
Target sequence (P49840 whole entry, looked up): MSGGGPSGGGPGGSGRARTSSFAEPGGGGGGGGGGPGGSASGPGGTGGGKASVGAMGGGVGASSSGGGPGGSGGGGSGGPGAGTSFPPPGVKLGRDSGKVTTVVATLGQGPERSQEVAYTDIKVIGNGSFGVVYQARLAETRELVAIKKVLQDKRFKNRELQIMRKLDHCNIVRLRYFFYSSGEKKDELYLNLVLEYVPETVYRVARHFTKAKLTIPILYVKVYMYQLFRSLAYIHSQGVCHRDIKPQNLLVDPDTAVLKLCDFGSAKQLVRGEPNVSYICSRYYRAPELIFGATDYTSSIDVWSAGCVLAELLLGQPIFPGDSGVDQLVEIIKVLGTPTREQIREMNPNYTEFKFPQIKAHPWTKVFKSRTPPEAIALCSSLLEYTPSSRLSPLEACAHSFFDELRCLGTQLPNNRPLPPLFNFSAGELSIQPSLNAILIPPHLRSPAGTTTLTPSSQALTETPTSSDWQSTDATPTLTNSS
Numbers without * were called inactive; x = not tested or not shown. These rows are one share of the data; count on the stated rates, not on these rows.

The first 2 records, to show the layout:
SMILES | DYRK1A inh | Platelet DG rel | GSK3B inh | KLF5 inhibitor | HSF1 inhib | aSyn UTR inh | HSF-1 act | HSP90 inh | IEC-6 cytotox | GSK3A inh
O=C(Cc1ccccc1)Oc1coc(CSc2ncccn2)cc1=O | -4 | -12 | -1 | -19 | 2 | 11 | -12 | -4 | -1 | 0
CCc1nc(SCC(=O)N2CCCCC2)c2c(=O)n(C)c(=O)n(C)c2n1 | -5 | -3 | -4 | -17 | 3 | -12 | 39 | -3 | -4 | 1

The whole of this part, from the first entry:
SMILES | DYRK1A inh | Platelet DG rel | GSK3B inh | KLF5 inhibitor | HSF1 inhib | aSyn UTR inh | HSF-1 act | HSP90 inh | IEC-6 cytotox | GSK3A inh
O=C(Cc1ccccc1)Oc1coc(CSc2ncccn2)cc1=O | -4 | -12 | -1 | -19 | 2 | 11 | -12 | -4 | -1 | 0
CCc1nc(SCC(=O)N2CCCCC2)c2c(=O)n(C)c(=O)n(C)c2n1 | -5 | -3 | -4 | -17 | 3 | -12 | 39 | -3 | -4 | 1
CC1CN(C(=O)c2cc3cc(F)ccc3[nH]2)CC(C)O1 (stereo not drawn) | 1 | -3 | 3 | -12 | 7 | -6 | -4 | 0 | 2 | -2
CN(C)CCCn1c(=O)n(CCc2ccccc2)c(=O)c2c3c(sc21)CCCCC3 | 3 | 1 | -4 | -25 | 6 | -45 | 23 | -3 | 1 | 4
O=S(=O)(Cc1ccccc1)N1CCN(c2ncccn2)CC1 | 0 | -12 | -5 | -19 | -3 | -17 | 6 | 1 | -3 | -3
COC(=O)c1ccc(NC(=O)CN2C(=O)CCC2=O)cc1 | 0 | 1 | 2 | 6 | -6 | -17 | 12 | 0 | 0 | -1
Cn1cc(Br)c(C(=O)Nc2ncc(Br)s2)n1 | 0 | 1 | -1 | -42 | -5 | -147 | -28 | -3 | 5 | x
Cc1ccc2nc(N(CCCN(C)C)C(=O)c3ccc4c(c3)CCCC4)sc2c1 | 4 | 6 | -3 | 9 | -13 | -38 | -4 | 7 | 14 | 7
COc1ccc(C(=O)Oc2c(CN3CCOCC3)cc(Cl)c3cccnc23)cc1OC | x | 16 | 0 | 3 | 2 | 31 | -8 | -1 | -2 | -2
COc1ccc2c(c1OC)C(=O)N(c1ncn[nH]1)C2 | -2 | -1 | -1 | -8 | -8 | 1 | 4 | -2 | 3 | 1
COc1ccc(S(=O)(=O)N2CCCC2CNC(=O)C(=O)NCc2ccccc2)cc1 (stereo not drawn) | 2 | 17 | -5 | x | -2 | 3 | -8 | x | x | -2
CCc1cc2c(SCC#N)ncnc2s1 | 3 | -3 | 1 | -24 | 19 | -10 | 80* | 1 | 4 | -3
Cc1cc(C)n(CC(=O)NNC(=O)CCCOc2ccc(Cl)cc2C)n1 | -4 | -14 | 1 | -20 | -1 | 10 | -7 | 0 | -6 | 2
Cc1ccc(C(=O)Cn2cccn2)cc1 | -2 | -2 | 1 | -26 | 1 | -25 | 1 | -3 | 0 | 0
Cc1oc(-c2cccc(Cl)c2)nc1CN1CCCC(C(=O)NCCCN2CCOCC2)C1 (stereo not drawn) | -5 | 12 | 2 | -24 | 6 | -5 | 3 | 7 | 0 | -2
O=[N+]([O-])c1ccc(Cl)c(NC2=NCCCCC2)c1 | -4 | 1 | 6 | -13 | 4 | -14 | 14 | -2 | -4 | -3
COc1ccc(OC)c(-c2csc(NC(=O)c3ccc4c(c3)OCO4)n2)c1 | -3 | 4 | -2 | -10 | 16 | -38 | 36 | 1 | -7 | -1
O=C(COc1ccc(Cc2ccccc2)cc1)c1ccc(F)cc1 | 0 | 17 | -2 | -7 | 26 | -72 | 22 | 4 | 5 | -2
OC(c1ccccn1)c1c[nH]c2ccccc12 (stereo not drawn) | -1 | 29 | 6 | 16 | 4 | 0 | -12 | -1 | 1 | -2
CC(=O)c1sc(NC(=O)COc2ccc(C)c(C)c2)nc1C | 0 | -4 | -1 | -14 | -3 | -5 | -9 | -8 | 0 | 3
Cc1cc(C)nc(NS(=O)(=O)c2ccc(NS(=O)(=O)c3ccccc3)cc2)n1 | -10 | -9 | 1 | -22 | -7 | 0 | -8 | 2 | -9 | -2
COc1ccc(C2CC(=O)c3cnc(N4CCN(Cc5ccccc5)CC4)nc3C2)cc1 (stereo not drawn) | 2 | 3 | 4 | 4 | 2 | -6 | 12 | 5 | -7 | -2
COC(=O)c1ccc(CNC(=O)COC(=O)C2CCC(C(C)(C)C)CC2)cc1 (stereo not drawn) | -6 | 5 | 1 | -41 | 5 | -18 | 4 | 0 | -2 | 6
CCOC(=O)Cn1c(=O)oc2cc(S(=O)(=O)N3CCN(C(=O)c4ccco4)CC3)ccc21 | -8 | -2 | 1 | -18 | 30 | -3 | 71* | 0 | -3 | 0
Cn1ccnc1C(=O)c1ccc(S(=O)(=O)N2CCCC2)cc1 | 1 | -2 | -4 | -7 | -2 | -27 | 6 | 6 | -3 | 0
CCCc1cc(=O)[nH]c(Nc2ccc(OC)c(Cl)c2)n1 | 15 | -14 | -8 | -12 | x | -9 | x | 4 | 7 | -3
c1ccc(CCc2nn3c(Cc4ccccc4)nnc3s2)cc1 | 15 | 1 | 0 | -14 | -7 | 27 | -2 | -2 | 4 | 1
O=S(=O)([N-]c1nc2ccccc2nc1-[n+]1ccccc1)c1ccc(Cl)cc1 | 1 | -15 | 2 | 2 | -8 | -6 | 11 | 7 | 6 | -1
CCCC(=O)Nc1nc2ccc(C(=O)OCC)cc2s1 | 10 | 0 | 1 | -69 | 16 | -136 | 25 | 7 | -4 | 1
Cc1ccc(S(=O)(=O)N2CCC(C(=O)OCc3c(C)noc3C)CC2)cc1C | -6 | 0 | 1 | x | 4 | 9 | -10 | x | x | -3
O=C(Nc1ccccc1C(=O)N1CCCC1)C1COc2ccccc2O1 (stereo not drawn) | -3 | 4 | 1 | -5 | -11 | -2 | -7 | -10 | -13 | -1
CC(C)(C)OC(=O)N1CCC(CC2CC(c3cccc(Br)c3)=NO2)(C(=O)NCC2CCCCC2)CC1 (stereo not drawn) | x | -10 | 1 | -16 | -2 | -19 | 1 | -1 | -1 | -1
CC(=O)Nc1ccc(S(=O)(=O)Nc2ccn(Cc3ccccc3Cl)n2)cc1 | 4 | 2 | 2 | -4 | -2 | -1 | 16 | -3 | -2 | x
Cc1ccccc1OS(=O)(=O)c1cn(C)c(=O)n(C)c1=O | x | 20 | 2 | -23 | 3 | -5 | -3 | 1 | 2 | -3
Cn1cccc1C(=O)NNC(=O)COc1ccc(Br)cc1 | 3 | -5 | x | x | -3 | -18 | 1 | x | x | 0
C=CCOc1ccc(C=Nc2cccc(Cl)c2)c(O)c1 | -6 | 14 | 1 | -52 | 5 | -25 | -6 | 0 | -7 | 0
C=CCN=Cc1c(C)[nH]n(-c2ccccc2)c1=O | 4 | -3 | 1 | -45 | 6 | -31 | 16 | -2 | -8 | -2
O=C(NCCCN1CCCC1=O)c1cn(-c2ccccc2)nc1-c1ccccc1 | 12 | 18 | 5 | -31 | 7 | -15 | 6 | 0 | 2 | 0
CCOC(=O)c1nn(-c2ccccc2Cl)c(=O)cc1OCC(=O)Nc1cccc(OC)c1 | 6 | -1 | 4 | x | 3 | -17 | -10 | x | x | x
COc1ccc(S(=O)(=O)N2CCN=C2SCc2cccnc2)cc1 | 0 | 5 | 0 | -31 | -5 | 2 | 6 | -4 | -2 | x
COc1ccccc1C(=O)COC(=O)C1CCN(S(=O)(=O)c2ccc(C)c(C)c2)CC1 | 6 | 4 | -1 | x | 3 | -1 | 16 | x | x | 0
Clc1ccc(Cl)c(OCCCCN2CCNCC2)c1 | 4 | 4 | -13 | -54 | 5 | 0 | 7 | 1 | 0 | 2
Cc1c(C)c2c(OCC(=O)Nc3ccc(CCO)cc3)cc3c(c2oc1=O)CCC(C)(C)O3 | 7 | 10 | -1 | -16 | 8 | -1 | 18 | -2 | 3 | 0
CCOC(=O)c1c(NC(=O)CN2CCN(C)CC2)sc(C(=O)Nc2ccccc2)c1C | -4 | -1 | 3 | -67 | 13 | -56 | 27 | -3 | -4 | -2
CC1C(=O)N(Cc2ccc([N+](=O)[O-])cc2)c2ccccc2N1C(=O)c1c(F)cccc1F (stereo not drawn) | 4 | -7 | 1 | -2 | 11 | -13 | 12 | 5 | 8 | -1
COc1cccc(C2Nc3ccccc3C(=O)N2c2ccc(F)cc2)c1O (stereo not drawn) | 0 | 7 | 0 | -159 | 32 | -99 | 67* | -1 | -1 | 2
O=C(CCNC(=O)c1ccc(Br)cc1)NCc1ccncc1 | -6 | 18 | -4 | x | -1 | 7 | -1 | x | x | -2
CCCOP(=O)(OCCC)c1nc(-c2ccccc2)oc1NCc1ccccc1 | 3 | -2 | 2 | 2 | 3 | 9 | 9 | 0 | -10 | -2
CC(=O)N1c2ccccc2C(CBr)=CC1(C)C | 0 | 1 | 2 | -19 | 6 | -17 | 11 | 2 | 2 | 3
COc1cc(OC)cc(C(=O)Nn2cc(C(=O)N3CCN(C)CC3)c3ccccc3c2=O)c1 | 4 | -3 | 4 | -10 | -8 | 10 | 8 | 0 | 0 | -4
CCC1(c2ccccc2)NC(=O)N(CC(=O)Nc2ccccc2C(=O)NC2CCCC2)C1=O (stereo not drawn) | 3 | 4 | 2 | x | 0 | 1 | 1 | x | x | 0
COCCOC(=O)c1c(C)oc2ccc(OC(=O)c3ccco3)cc12 | 2 | -1 | 0 | -21 | -3 | -55 | -2 | 2 | 3 | x
CCOC(=O)c1c(C)n(C)c2ccc(OCC(O)CNC(CC)CO)cc12 (stereo not drawn) | 6 | 4 | 1 | 4 | -4 | 14 | -19 | 3 | 5 | 0
O=C(CSc1ncnc2nc[nH]c12)c1ccc2ccccc2c1 | 13 | -11 | 1 | -61 | -1 | -54 | 11 | -1 | 4 | 3
CCOC(=O)C1CCN(c2ccc(C(=O)O)cc2[N+](=O)[O-])CC1 | -4 | -1 | 1 | -25 | -2 | 15 | -4 | -2 | -1 | 0
CC1(C)C2CCC(C2)C1(C)NC(=O)CN1CCOCC1 (stereo not drawn) | -3 | x | x | -14 | x | x | x | 28* | -7 | -5
Cc1ccc(C(=O)OCC(=O)Nc2ncc(Cl)cc2Cl)cc1NC(=O)c1ccco1 | 0 | 3 | 0 | -1 | x | x | x | 4 | -6 | 0
COc1ccc(Cl)cc1C(=O)NCC(=O)OCc1ccccc1 | 9 | 2 | -2 | x | -52* | -8 | -65 | x | x | 2
C/C(=N\NC(=O)c1ccc(Br)cc1)c1cccnc1 | 6 | 3 | -2 | -92 | 2 | -36 | -12 | -8 | -1 | -1
O=C(Nc1nnc(-c2ccccc2)s1)c1cccc(S(=O)(=O)N2CCOCC2)c1 | -2 | 1 | 2 | -43 | 12 | -21 | 9 | 1 | -2 | -7
CCOc1cccc(OCCOCCn2cnc3ccccc3c2=O)c1 | -2 | 4 | -5 | -2 | 1 | -3 | 0 | 6 | 5 | 2
CCOC(=O)C(NCc1ccccc1)(NC(=O)c1ccccc1)C(F)(F)F (stereo not drawn) | 2 | -2 | -3 | -13 | -16 | -9 | -9 | 4 | 3 | -1
